# Source: PubChem BioAssay
# EBI2 block = EBI2 receptor antagonists, beta-arrestin recruitment, primary screen, cell-based, luminescence, 7a,25-OHC stimulation, uHTS | inhibition, % at 5 µM | 360,000 tested, 0.81% active | 7a,25-OHC stimulated | AID 651636, 2012; in the data active means inhibition above about 38%;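 further: enzyme fragment complementation signal reports receptor beta-arrestin coupling in cells; 0% = agonist plus DMSO wells and 100% = wells without agonist; some results beyond the cut were filed as inactive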
# Target sequence (P32249 whole entry, looked up, the tested form may be a part): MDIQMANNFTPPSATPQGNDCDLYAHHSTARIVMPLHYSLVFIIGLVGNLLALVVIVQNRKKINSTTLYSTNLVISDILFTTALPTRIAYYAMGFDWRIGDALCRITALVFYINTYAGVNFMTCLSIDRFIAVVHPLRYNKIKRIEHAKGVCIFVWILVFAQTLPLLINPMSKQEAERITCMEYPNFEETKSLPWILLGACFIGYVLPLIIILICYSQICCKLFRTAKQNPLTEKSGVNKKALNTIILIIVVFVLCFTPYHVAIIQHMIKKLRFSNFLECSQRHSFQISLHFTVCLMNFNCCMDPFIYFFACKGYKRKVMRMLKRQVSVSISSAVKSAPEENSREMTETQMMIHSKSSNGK
# Gli-Sufu block = Gli-Sufu pathway antagonists, primary screen, luciferase luminescence, Sufu-KO-LIGHT cells, uHTS. Sufu-KO-LIGHT fibroblasts, Gli luciferase reporter luminescence. inhibition, % at 5 µM. 340,000 tested, 0.74% active;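 active means inhibition above about 55%, limit read from the data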;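 further: 0% = DMSO-treated cells and 100% = wells with medium but no cells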
# UBC13 inh = UBC13 polyubiquitin chain formation inhibitors, primary screen, biochemical, TR-FRET, uHTS. Ubiquitin-conjugating enzyme E2 N (Homo sapiens), P61088. inhibition, % at 20 µM. 330,000 tested, 0.47% active; in the data active means inhibition above about 45%, passing the limit was not always enough
# 697 NFkB inh = inhibitors of PMA/ionomycin-induced NF-kB reporter, 697 cells, primary screen, B-cell NF-kB inhibitor project, cell-based, luminescence, uHTS | AID 435022, 2010 | 697 B-cell NF-kB luciferase reporter, 16 h | inhibition, % at 4 µM | 330,000 tested, 0.33% active; in the data active means inhibition above about 35%
# APJ antagonist = antagonists of human apelin receptor APJ, primary screen, CHO-K1 cells, beta-arrestin complementation, luminescence | inhibition, % at 20 µM | 330,000 tested, 0.32% active | AID 2521, 2010;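 active means inhibition above about 40% at 20 µM, limit read from the data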;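 further: cells challenged with 10 nM apelin-13 agonist together with compound; plate controls were apelin-13 plus DMSO wells for no effect and DMSO wells lacking apelin-13 for full effect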
# Target sequence (P35414 whole entry, looked up): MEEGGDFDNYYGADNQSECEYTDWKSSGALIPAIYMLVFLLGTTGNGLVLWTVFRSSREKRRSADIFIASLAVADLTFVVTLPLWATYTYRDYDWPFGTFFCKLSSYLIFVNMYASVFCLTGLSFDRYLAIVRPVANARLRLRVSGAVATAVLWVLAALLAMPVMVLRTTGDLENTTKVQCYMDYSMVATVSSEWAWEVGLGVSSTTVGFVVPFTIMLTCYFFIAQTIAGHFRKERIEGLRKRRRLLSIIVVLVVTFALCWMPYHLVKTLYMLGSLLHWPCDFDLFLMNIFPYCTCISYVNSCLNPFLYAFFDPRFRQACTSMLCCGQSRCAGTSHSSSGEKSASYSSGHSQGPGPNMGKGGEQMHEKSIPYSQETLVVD
# Jurkat NFkB inh = inhibitors of induced NF-kB luciferase reporter, primary screen, TCR NF-kB activation inhibitor project, cell-based, luminescence, uHTS; Jurkat, PMA/ionomycin-induced NF-kB luciferase reporter; inhibition, % at 4 µM; 330,000 tested, 0.53% active; AID 435003, 2010; in the data active means inhibition above about 50%
# CCR6 antag = CCR6 receptor antagonists, primary screen, cell-based, CHO-K1, luminescence, beta-arrestin, uHTS; C-C chemokine receptor type 6 (Homo sapiens), P51684; CHO-K1 CCR6 PathHunter beta-arrestin, CCL20-stimulated; inhibition, % at 20 µM; 340,000 tested, 0.49% active;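 active means compounds whose inhibition of the agonist-driven luminescence signal at 20 µM reaches about 50%, limit read from the data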;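 further: cells stimulated with CCL20 at 14 nM final; plate controls were DMSO with CCL20 for no effect and DMSO without agonist for full effect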
# Target sequence (P51684 whole entry, looked up): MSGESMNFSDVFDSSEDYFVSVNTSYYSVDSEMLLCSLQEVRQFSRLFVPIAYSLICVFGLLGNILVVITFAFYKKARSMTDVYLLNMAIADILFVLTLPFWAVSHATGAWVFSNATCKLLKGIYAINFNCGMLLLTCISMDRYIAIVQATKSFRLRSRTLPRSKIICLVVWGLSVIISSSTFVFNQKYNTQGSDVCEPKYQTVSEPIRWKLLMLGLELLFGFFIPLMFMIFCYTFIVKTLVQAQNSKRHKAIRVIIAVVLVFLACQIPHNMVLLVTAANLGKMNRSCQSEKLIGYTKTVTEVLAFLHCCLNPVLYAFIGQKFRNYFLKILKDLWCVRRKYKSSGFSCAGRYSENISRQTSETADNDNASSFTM
# CXCR6 inh = CXCR6 receptor inhibitors, primary screen, cell-based, beta-arrestin, luminescence, CHO-K1 PathHunter, 1536-well; 360,000 tested, 0.36% active; inhibition, % at 20 µM; in the data active means inhibition above about 34%, passing the limit was not always enough;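 further: antagonist mode with CXCL16 agonist at 10 nM final; 0% = 10 nM CXCL16 with DMSO and 100% = unstimulated wells without agonist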
# * marks the source's active call; other numbers are inactive results; nt = not tested or not shown.
SMILES,EBI2 block,Gli-Sufu block,UBC13 inh,697 NFkB inh,APJ antagonist,Jurkat NFkB inh,CCR6 antag,CXCR6 inh
COc1ccc(C2(C)NC(=O)N(CC(=O)c3cc(C)n(C4CC4)c3C)C2=O)cc1 (stereo unspecified),-1,-4,6,2,10,-7,-2,-5
COc1c2c(c(C)c3c1C(=O)OC3)O[C@@]1(C)CC[C@@]3(O)C(C)(C)OC(=O)CC[C@]3(C)[C@H]1C2,-2,11,-7,-11,-75,-21,13,-5
O=C(CC1(O)C(=O)c2ccccc2C1=O)c1ccccc1,5,6,0,0,-3,-34,7,-2
CCC(=O)n1nc(NCc2ccccc2OC)nc1NCc1ccccc1OC,26,6,-4,5,1,2,23,1
O=C1/C(=C\c2cccnc2)SC(=S)N1c1ccc(F)cc1,-3,6,-12,-12,-11,-7,-9,-4
C/C(=N\NC(=O)COc1ccccc1[N+](=O)[O-])c1cccc(NC(=O)c2ccncc2)c1,-20,-7,-5,2,-1,-9,-4,-5
Cc1cccc(Cn2c(N3CCN(C)CC3)nc3c2c(=O)[nH]c(=O)n3C)c1,-5,15,-1,-1,15,-10,5,27
CCOc1ccc(S(=O)(=O)N2CCN(C(=O)c3ccccc3Cc3ccccc3)CC2)cc1,11,-12,0,4,-24,23,13,1
Cc1ccccc1NC(=O)CNc1ccccc1C(=O)NCc1ccco1,-7,1,6,4,9,8,-9,-1
O=C(COc1ccc(Br)cc1)NCCNC(=O)c1ccncc1,3,28,-2,6,8,8,-7,2
Cc1nn(-c2ccccc2)c(N)c1C(c1ccc(C(C)C)cc1)c1c(C)nn(-c2ccccc2)c1N,7,4,-8,-18,-8,16,5,9
Cc1ccc(Nc2nc(N)c([N+](=O)[O-])c(NCc3ccco3)n2)cc1C,32,0,13,-140,-8,-117,23,9
CCOc1ccc(NC(=O)[C@H](Cc2ccccc2)NC(=O)C2CCNCC2)cc1,-14,-9,-3,-18,8,-3,-10,4
Cc1cc(N2CCCCC2C)nc(-c2ccccc2O)n1 (stereo unspecified),-11,-8,27,19,-1,-16,6,1
CCC(=O)N1c2ccc(S(=O)(=O)CCC(=O)Nc3nccs3)cc2CC1C (stereo unspecified),0,-5,-1,5,11,-8,6,1

# As a working copy, part of the list above.
SMILES,EBI2 block,Gli-Sufu block,UBC13 inh,697 NFkB inh,APJ antagonist,Jurkat NFkB inh,CCR6 antag,CXCR6 inh
Cc1ccccc1NC(=O)CNc1ccccc1C(=O)NCc1ccco1,-7,1,6,4,9,8,-9,-1
O=C(COc1ccc(Br)cc1)NCCNC(=O)c1ccncc1,3,28,-2,6,8,8,-7,2
Cc1nn(-c2ccccc2)c(N)c1C(c1ccc(C(C)C)cc1)c1c(C)nn(-c2ccccc2)c1N,7,4,-8,-18,-8,16,5,9

# 2 compounds picked at random from the list so far, as already listed:
SMILES,EBI2 block,Gli-Sufu block,UBC13 inh,697 NFkB inh,APJ antagonist,Jurkat NFkB inh,CCR6 antag,CXCR6 inh
Cc1ccccc1NC(=O)CNc1ccccc1C(=O)NCc1ccco1,-7,1,6,4,9,8,-9,-1
CCOc1ccc(S(=O)(=O)N2CCN(C(=O)c3ccccc3Cc3ccccc3)CC2)cc1,11,-12,0,4,-24,23,13,1

# Going on with the list:
SMILES,EBI2 block,Gli-Sufu block,UBC13 inh,697 NFkB inh,APJ antagonist,Jurkat NFkB inh,CCR6 antag,CXCR6 inh
O=C(Cn1c(NCCCO)nc2ccccc21)c1ccc(Br)cc1,1,4,2,8,6,5,4,4
COc1ccc(C2C(C#N)=C(N)N(N(C)C)C3=C2C(=O)CCC3)cc1 (stereo unspecified),-7,0,-3,-6,-8,-24,3,-4
Cc1ccc(C(=O)NCCNS(=O)(=O)c2ccccc2[N+](=O)[O-])cc1,-4,3,-9,-31,-13,-19,-6,4
O=C(CN(Cc1ccccc1)C(=O)CCC(=O)Nc1nccs1)NCc1ccc(F)cc1,-2,11,-4,-40,-13,-45,10,2
O=C(NCCc1ccccc1)C1c2ccccc2C(=O)N1C1CC1 (stereo unspecified),-14,5,-2,-29,8,-9,-53,4
O=C(O)c1cccc(Sc2ccc(Br)cc2C(=O)O)c1,0,-11,-2,-10,-8,-13,4,-22
Cc1csc2nc(CNS(=O)(=O)N(C)C)cn12,3,-4,6,8,10,3,2,-10
CCC1CCC(NC2CCCCNC2=O)CC1 (stereo unspecified),0,7,10,21,-4,4,-14,-2
O=C1NCCCC1C(=O)Nc1cccc(C(F)(F)F)c1 (stereo unspecified),-5,-1,0,-13,-25,-5,-3,1
Cc1cc(C(=O)NNC2CC(=O)N(c3ccc4ccccc4c3)C2=O)c(C)o1 (stereo unspecified),-4,-3,0,13,9,7,-9,-5
CN(C)S(=O)(=O)c1ccc(Cl)c(NC(=O)COc2ccccc2[N+](=O)[O-])c1,-4,6,7,11,10,-6,-12,-5
CN1CCN(S(=O)(=O)c2ccc(NC(=O)C3CCCO3)cc2)CC1 (stereo unspecified),-2,2,16,-3,-3,-12,5,0
Cc1ccc(S(=O)(=O)Nc2ccc(C(=O)Nc3ccncc3)cc2)cc1,-14,14,4,-23,-15,-7,-1,-8
O=C(/C=C/Nc1ccc(F)c(Cl)c1)c1ccco1,-5,-7,-1,-67,2,-128,-2,7
O=C(O)CC(CC(=O)Nc1ccc(F)c(Cl)c1)c1ccc(Cl)cc1Cl (stereo unspecified),-10,-8,1,6,4,6,-8,0
CCOC(=O)N1CCN(CC(=O)c2ccc3c(c2)CCN3C(C)=O)CC1,1,-8,-6,6,9,-2,-7,-6
CC(/C=C/c1ccccc1)=N/NC(=O)c1nc2nc(C)cc(C)n2n1,-5,6,-14,-3,-5,-8,-2,-4
S=c1[nH]nc(-c2ccco2)n1/N=C/c1ccc(Cl)cc1Cl,-2,7,-8,9,15,0,26,7
O=C(Cn1cc2c(n1)CCCC2)N1CCCC1,2,-6,3,25,10,12,-8,7
O=C(O)C1CCCCN1C(=O)c1ccc(S(=O)(=O)N2CCCC2)cc1 (stereo unspecified),-7,-8,-2,-7,7,-5,7,-8
O=C(COc1ccccc1Cl)NNC(=O)c1cc(S(=O)(=O)N2CCOCC2)ccc1N1CCCC1,10,-3,8,21,10,3,16,3
COC(=O)c1ccc(NC(=O)C[n+]2ccccc2)cc1,-9,2,-6,-11,-14,-10,-8,-4
CCn1ccnc1CN1CCc2c([nH]c3ccccc23)C1C1CCCCC1 (stereo unspecified),-4,-2,6,-38,8,-22,5,0
CSc1nsc(SCc2cnc(C)nc2N)n1,-8,7,26,-2,12,-7,-1,-5
C#CC(C)OC(=O)C(C)NC(=O)c1ccccc1 (stereo unspecified),-10,-13,-4,4,20,-4,-17,1
O=C(Cn1cnc2ccccc2c1=O)NCCC(=O)N1CCN(Cc2ccccc2)CC1,-11,-14,3,11,14,4,1,7
Cc1ccc(N2CCN(C(=O)N3CCCC3)CC2)cc1Cl,8,4,6,2,18,3,-17,2
CCOc1ccc(NC(=O)CN2C(=O)NC(C)(c3ccc4c(c3)OCCCO4)C2=O)cc1OCC (stereo unspecified),-6,4,nt,nt,nt,nt,0,-5
O=C(C1CCN(S(=O)(=O)c2ccccc2)CC1)N(CCc1ccccc1)Cc1ccco1,-1,-4,-12,-49,-21,-4,11,4
CCOC(=O)CNC(=O)CSc1nc(Cc2cccs2)nc2ccccc12,-4,-3,-3,5,26,-21,13,6
Cc1cccc(C)c1NC(=O)c1c(C)nn(-c2ccccc2)c1Cl,7,-6,-12,-13,10,-6,-5,1
CC(C)CCN1C(=O)c2ccc(C(=O)NCC3CCCO3)cc2C1=O (stereo unspecified),-3,3,-20,13,9,-2,0,-1
CC(=O)Nc1ccccc1OC(C)C(=O)N1CC(C)CC(C)C1 (stereo unspecified),-1,7,-8,10,-21,1,-13,-1
Nc1c(N(CCC2=CCCCC2)C(=O)COc2ccc(F)cc2Cl)c(=O)[nH]c(=O)n1Cc1ccccc1,-6,9,nt,nt,nt,nt,14,-3
COCCNC(=O)NC(=O)CN1C(=O)NC(Cc2c[nH]c3ccccc23)C1=O (stereo unspecified),-5,-7,1,-2,9,-6,14,-2
CSCCC(=O)N1CCCC(CO)(CCCc2ccccc2)C1 (stereo unspecified),-3,3,2,2,3,-3,13,4
O=C(Nc1nc(-c2ccccc2)cs1)c1ccccc1F,3,-44,16,-57,-19,-50,-2,4
CCOC(=O)c1ccccc1NC(=O)COC(=O)CC1CCCCC1,2,3,-12,-29,13,1,29,-10
C/C(=N/NC(=O)c1ccc2nc[nH]c2c1)c1cccs1,-10,-50,1,-64,-15,-61,5,-2
CCn1nnc(NC(=O)Cc2ccc(Cl)cc2)n1,-2,1,18,3,9,10,10,2
CC(C)CCNC(=O)CCc1nnc(COc2ccccc2)o1,3,-9,nt,nt,nt,nt,9,3
CCCc1cc(=O)[nH]c(Nc2ccc3c(c2)OCCO3)n1,-14,5,3,-1,-5,-26,14,-5
CC(NC(=O)COc1ccccc1)C(c1ccccc1)N1CCN(C)CC1 (stereo unspecified),2,16,2,-12,11,-27,9,-3
CC(C)c1cccc(C(C)C)c1NC(=O)CN1CCCC1,-1,-31,4,4,-1,6,12,-2
CCn1c(/C=C/c2ccccc2C)nc2ccccc2c1=O,-2,-29,-7,-10,-3,-10,11,0
CCOC(=O)c1cnc2c(c(C)nn2CC)c1Cl,-10,-7,-6,1,23,6,-1,2
CCNc1nc(NC(C)(C)C)nc(N2CCCCC2)n1,14,4,18,-71,5,32,-7,2
CCOC(=O)c1c(CCl)nc2ccccc2c1C,-9,-2,6,14,14,1,4,4
CCOc1cccc(C(=O)Nc2ccccc2OC(F)F)c1,-10,-10,2,-16,2,-16,10,13
O=[N+]([O-])CC(=Nc1ccc(F)cc1)N/N=C\c1oc(O)c2ccccc12,nt,nt,-18,-4,3,-11,nt,nt
CC(C)(C)c1cc(N2CCOCC2)n2ncc(-c3ccccc3)c2n1,8,-14,5,-26,-14,-36,14,-6
Cc1cc(NC(=O)COC(=O)C2CCC2)no1,-2,-5,4,11,12,10,-1,8
Cc1ccc(S(=O)(=O)C2C(=O)N(C)C3(C)CC2c2ccccc2O3)cc1 (stereo unspecified),0,6,-2,-18,4,-9,13,-1
O=C(CC1(C(=O)O)CCCC1)N1CCOCC1,-19,1,8,-2,6,18,1,-3
FC(F)Oc1ccc(-n2cc(-c3ccccc3)[n+]3c2CCCCC3)cc1,-5,66*,1,11,10,13,13,-5
Cc1ccccc1NS(=O)(=O)c1cc(C(N)=O)ccc1C,1,4,-2,12,13,14,0,-2
CCOC(=O)C1CCN(C(=O)C2CCN(C(=O)c3ccc([N+](=O)[O-])cc3)CC2)CC1,5,6,-3,13,-6,-1,-6,-6
CCCCCCOc1ccc(N2C(=O)CC(N3CCN(C(=O)c4ccco4)CC3)C2=O)cc1 (stereo unspecified),-13,-3,0,14,17,-3,-14,-5
Cc1ccc(-c2cc(C(=O)NCCCN3CCOCC3)c3ccccc3n2)cc1C,-3,11,23,18,7,-3,5,-1
O=C(Nc1ccccc1Cl)c1cccc(COc2cc(Cl)ccc2Cl)c1,1,-114,-3,-202,3,-28,15,0
# Next records follow:
SMILES,EBI2 block,Gli-Sufu block,UBC13 inh,697 NFkB inh,APJ antagonist,Jurkat NFkB inh,CCR6 antag,CXCR6 inh
COc1cc(/C=C2\CCC(C3CCCC3)C2=O)cc(OC)c1OC (stereo unspecified),-42,7,1,-38,-3,-47,4,6
COc1ccccc1NC(=O)NC1(C(=O)N2CCC(O)CC2)CCCCC1,0,-3,2,24,-2,2,15,-6
CC(C)n1c(O)c(N=NC(=O)c2ccccc2NS(=O)(=O)c2cccs2)c2ccccc21,6,-11,-16,14,16,8,21,16
CC(=O)Oc1ccccc1C(=O)OCCN=C1NS(=O)(=O)c2ccccc21,2,-4,9,17,8,11,2,-6

# Look-ups from the list.
# Entry of CCNc1nc(NC(C)(C)C)nc(N2CCCCC2)n1 under Gli-Sufu block: 4
# Entry of CCOC(=O)c1c(CCl)nc2ccccc2c1C under APJ antagonist: 14
# Entry of CCOC(=O)CNC(=O)CSc1nc(Cc2cccs2)nc2ccccc12 under 697 NFkB inh: 5
# Entry of CCCc1cc(=O)[nH]c(Nc2ccc3c(c2)OCCO3)n1 under EBI2 block: -14
